HSF1 inhib: HSF1 inhibitors in luciferase reporter cells, primary screen, cell-based, NIH3T3, luminescence; 0.77% of 300,000 active; NIH3T3-HGL HSE-luciferase, MG132-induced, luminescence 8 h; hits give low values; activity change, negative = inhibition, % at 7.5 µM (by protocol);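 active means more than half of replicate wells show activity change below -50%, luminescence cut by over half; inconclusive means some wells, but at most half, below -50%; inactive means no replicate well below -50%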;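 further: luciferase reports HSF-1 transcriptional activity via heat shock element; 0% = median of DMSO wells and -100% = zero luminescence signal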
PolyA inhibitor: polyadenylation inhibitors in yeast reporter cells, primary screen, luminescence, S. cerevisiae. 0.02% of 300,000 active. calls only at 12 µM. AID 1875, 2009. S. cerevisiae SKY197-pL101 polyadenylation reporter, beta-gal luminescence; efflux-impaired pdr1/pdr3 knockout yeast; score 100 = 6 SD above DMSO;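 active means lowest replicate activity score at least 50, where 100 means six control SD above control mean; inconclusive means lowest score under 50 but half or more replicates reach 50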;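 further: yeast exposed to compound for 9 h at 30 °C; higher score means more reporter readthrough which indicates perturbed polyadenylation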
aSyn 5UTR inh: MLPCN primary screen, SNCA 5' untranslated region | inhibition, % (tested at 7.5 µM) | 0.82% of 300,000 active | alpha-synuclein 5'UTR reporter, inhibitor activity; in the data active means inhibition above about 60%; inconclusive means no clear call, values can overlap the other calls;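 further: H4 neuroglioblastoma cells stably carrying SNCA 5'UTR luciferase fusion; 0% = DMSO wells and 100% = positive control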
AI-2 QS modul: Vibrio harveyi AI-2 quorum sensing modulators, primary screen, JMH597 strain, luminescence/OD600 ratio | AID 2094, 2009 | Vibrio harveyi JMH597 AI-2 luminescence/OD600 ratio, 9 h; hits give low values; strain lacks LuxN and CqsS sensors; 0 = neutral-control median | 0.4% of 300,000 active | activity change, % at 7.5 µM; in the data active means activity change below about -75%, passing the limit was not always enough; inconclusive means no clear call, values can overlap the other calls;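 further: luminescence divided by OD600 gain over 9 h not by final OD600 alone; inactives centre near 13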
IEC-6 tox: cytotoxicity in IEC-6 intestinal epithelial cells, primary screen, cytotoxicity control for KLF5 inhibitor project, cell-based, luminescence | IEC-6 cytotoxicity, luminescence viability | 0.78% of 290,000 active | inhibition, % at 5 µM; in the data active means inhibition above about 22%;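 further: 0% = plate median of test compound wells and 100% = cytotoxic reference compound wells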
HSF-1 act: HSF-1 activators, primary screen, NIH3T3-HGL cells, MG132 stress, luminescence, single point. NIH3T3-HGL HSF-1 luciferase reporter, 8 h; 100% = twice DMSO control signal. activation, % at 9 µM. 1.7% of 300,000 active;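 active means mean replicate activation of at least 50% with a set share of replicates each reaching 50%; inconclusive means only one of those two conditions met; inactive means mean below 50% and too few replicates reaching it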;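 further: 0% = median of the neutral control wells and 100% = twice that signal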
GSK3beta inhib: human GSK3beta kinase inhibitors, primary screen, biochemical, cell-free homogeneous, HTS. Glycogen synthase kinase-3 beta (Homo sapiens), P49841. GST-GSK3beta kinase, ADP-Glo luminescence, 60 min; hits give low values. activity score (negative = inhibition), % at 10 µM. 0.038% of 300,000 active. AID 2097, 2009;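 active means more than half of replicate wells score below -50%, meaning over 50% inhibition versus plate controls; inconclusive means some replicates but at most half score below -50%; inactive means no replicate scores below -50%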;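 further: 0% = median DMSO wells and -100% = median GW8510 positive control wells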
Target sequence (P49841 whole entry, looked up): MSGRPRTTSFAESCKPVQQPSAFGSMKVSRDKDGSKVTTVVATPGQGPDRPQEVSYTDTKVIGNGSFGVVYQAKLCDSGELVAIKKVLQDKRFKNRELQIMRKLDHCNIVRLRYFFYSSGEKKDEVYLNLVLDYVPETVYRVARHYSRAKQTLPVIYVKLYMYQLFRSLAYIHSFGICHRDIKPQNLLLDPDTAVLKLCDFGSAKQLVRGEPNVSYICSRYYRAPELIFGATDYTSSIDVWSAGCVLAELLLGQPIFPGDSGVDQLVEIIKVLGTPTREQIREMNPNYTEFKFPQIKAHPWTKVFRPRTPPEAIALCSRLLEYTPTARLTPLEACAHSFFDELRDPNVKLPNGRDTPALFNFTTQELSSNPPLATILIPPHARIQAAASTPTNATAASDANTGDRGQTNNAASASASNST
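Test system: GST-tagged human GSK3beta kinase, cell-free; evaluation: activity score scaled between in-plate DMSO and GW8510 controls; measured by: ADP-Glo luminescence; incubation: 60 min reaction, RT; benchmarks: DMSO and 20 µM GW8510; reagent: peptide substrate plus 25 µM ATP (final); medium: Tris/MgCl2 kinase buffer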
KLF5 inhibitor: KLF5 expression inhibitors, primary screen, DLD-1 cells, luminescence; DLD-1 KLF5 promoter-luciferase reporter; inhibition, % at 5 µM; 0.23% of 290,000 active;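 active means inhibition above a per-plate limit of that plate's mean compound inhibition plus 3 SD, cut at about 60% in these data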;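 further: 0% = DMSO wells and 100% = LY294002 at 200 µM; higher means less KLF5 promoter-driven luciferase light; inactives centre near -14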
HSP90 refold inh: HSP90 inhibitors, primary screen, cell lysate, luminescence. Heat shock protein HSP 90 (rabbit reticulocyte lysate; luciferase refolding). Rabbit reticulocyte lysate, luciferase refolding luminescence, 3 h. inhibition, % at 5.6 µM. 0.91% of 290,000 active. AID 1789, 2009;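 active means inhibition above the screen-wide mean plus 3 SD, computed separately per campaign, cut at about 16% in these data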;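 further: 0% = DMSO wells and 100% = 60 µM geldanamycin wells; inhibitors lower the luminescence because luciferase stays unfolded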
GSK3A inh: blockers of GSK3A enzyme activity – biochemical, luminescence, cell-free homogeneous, HTS, primary screen. Glycogen synthase kinase-3 alpha (Homo sapiens), P49840. GSK-3 alpha kinase, ADP-Glo luminescence, 60 min. inhibition, % at 10 µM. 0.1% of 320,000 active;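 in the data active means inhibition above about 50%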;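 further: GST-tagged GSK-3 alpha with peptide substrate and 25 µM ATP; 0% = DMSO neutral wells and 100% = GW8510 positive control wells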
Target sequence (P49840 whole entry, looked up): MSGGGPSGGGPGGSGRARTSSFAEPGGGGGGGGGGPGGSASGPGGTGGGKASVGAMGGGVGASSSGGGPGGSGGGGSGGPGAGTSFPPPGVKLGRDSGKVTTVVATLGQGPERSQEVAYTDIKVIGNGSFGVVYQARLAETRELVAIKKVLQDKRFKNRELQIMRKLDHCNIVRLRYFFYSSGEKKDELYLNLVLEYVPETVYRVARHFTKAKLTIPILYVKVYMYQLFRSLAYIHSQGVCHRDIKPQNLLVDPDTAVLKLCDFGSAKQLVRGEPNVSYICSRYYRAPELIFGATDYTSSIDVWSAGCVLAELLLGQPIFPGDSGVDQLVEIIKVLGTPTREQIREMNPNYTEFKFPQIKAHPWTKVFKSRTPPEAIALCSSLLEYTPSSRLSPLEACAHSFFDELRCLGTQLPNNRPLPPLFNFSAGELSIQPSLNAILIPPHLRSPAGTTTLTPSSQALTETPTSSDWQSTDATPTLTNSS
* hit, by the source's call; i = inactive; ? = inconclusive; · = not tested or not shown. Not all compounds are listed; count on the stated rates, not on these rows.

SMILES | HSF1 inhib | PolyA inhibitor | aSyn 5UTR inh | AI-2 QS modul | IEC-6 tox | HSF-1 act | GSK3beta inhib | KLF5 inhibitor | HSP90 refold inh | GSK3A inh
O=C(CSc1nnc(-c2ccc(Cl)cc2Cl)n1C1CCCCC1)NC1CCS(=O)(=O)C1 (stereo unspecified) | 4.5 | i | 19.9 | 18.4 | -1.2 | 8.9 | -2.2 | -24.1 | -9.2 | -1.1
O=C(Nc1ccc(OC(=O)c2ccncc2)cc1)c1ccncc1 | -7.8 | i | -5.1 | 4.0 | -3.4 | -3.4 | 2.9 | -2.4 | 2.6 | -0.1
O=C(Nc1cccc(C(F)(F)F)c1)c1cncs1 | 0.8 | i | 18.8 | 4.8 | 0.5 | 12.9 | -1.0 | -50.8 | 0.0 | 3.5
COCCNC(=O)CCn1nc(-c2ccc(Cl)cc2)ccc1=O | -3.6 | i | 13.9 | -2.4 | 0.3 | -8.2 | -3.1 | -28.4 | 1.4 | -0.6
O=C(CC12CC3CC(CC(C3)C1)C2)N1CCCC1 | · | i | 7.3 | 0.3 | 1.9 | · | 1.7 | -29.2 | 2.5 | -0.5
COc1ccc(/C=N/NC(=O)c2cccc([N+](=O)[O-])c2)cc1O | -1.7 | i | -16.0 | 34.8 | -0.6 | 4.4 | 2.1 | 5.9 | -3.2 | 0.9
CC1SCCN1S(=O)(=O)c1ccc2ccccc2c1 (stereo unspecified) | 2.7 | i | 18.0 | 5.7 | 5.8 | 9.0 | 5.7 | -25.4 | -0.3 | -0.7
CCOC(=O)CNC(=O)Cn1cnc2ccc(S(=O)(=O)N3CCC(C)CC3)cc2c1=O | -2.8 | i | 4.9 | -2.9 | -0.9 | 0.9 | 0.3 | -19.2 | -4.5 | -2.3
Nc1nnc(CC(=O)N/N=C/c2ccc(-c3ccccc3)o2)s1 | -9.0 | i | 5.1 | 41.2 | 0.0 | 14.3 | -1.2 | -19.1 | -0.3 | 10.7
CCc1ccc(Nc2nc(N)nc(CSc3nnnn3-c3ccccc3)n2)cc1 | 9.3 | i | -5.2 | -12.7 | -1.5 | 6.8 | 2.2 | 6.2 | 1.3 | -0.7
O=C(CSc1nnc2ccccn12)NC(=O)Cc1ccccc1 | -4.9 | i | 2.4 | 19.9 | 0.8 | 1.8 | -2.1 | -30.7 | 5.7 | -3.7
CCN(CC)c1ccc2c(c1)OC(N)=C(C#N)C2c1cccnc1 (stereo unspecified) | -22.1 | i | 75.3* | 34.1 | 8.8 | -31.5 | 0.5 | 19.4 | 4.8 | 10.6
CCN(CC)CCCNc1nc(-c2ccccc2)nc2ccccc12 | 2.7 | i | -6.5 | 14.5 | 2.1 | 11.8 | -2.6 | -24.3 | -0.6 | 6.8
Cc1cccc(NC(=O)NNC(=O)c2ccc3ccccc3c2)c1 | -6.9 | i | 8.9 | 2.4 | -5.2 | 5.4 | 1.2 | -42.3 | -4.3 | -1.7
C[C@H](NC(=O)C1CCC(CNC(=O)[C@@H]2CCCN2C(=O)OC(C)(C)C)CC1)C(=O)O (stereo partly specified) | -1.7 | i | 16.4 | 5.0 | 4.2 | -4.0 | -0.7 | -17.9 | 3.3 | -0.6
COc1cc(NC(=S)NC(=O)c2ccc(C)cc2C)ccc1NC(=O)c1cccs1 | 6.3 | · | 5.0 | 5.6 | 3.4 | 15.2 | 1.0 | -45.3 | 1.7 | -6.1
C=CCn1c(SCC(=O)O)nnc1-c1cccc(Cl)c1 | -2.9 | i | -4.9 | 16.1 | 2.0 | -8.7 | 1.0 | -24.4 | 2.8 | 3.5
COc1ccc(CC(=O)N(c2ccccc2)c2nc(C)cs2)cc1 | 5.7 | i | -10.4 | 5.8 | 3.3 | 41.9 | 1.0 | -45.6 | 3.4 | 0.5
CCN(CC)c1ccc(S(=O)(=O)N2CCOCC2)cc1NC(=O)CN1CCN(Cc2ccccc2)CC1 | -3.7 | i | 4.4 | 17.2 | 2.1 | -20.0 | -3.2 | -12.6 | 2.6 | -3.7
CN(CCC1CCCCO1)C(=O)CCc1nnc(CCCCc2ccccc2)o1 (stereo unspecified) | 35.5 | i | -26.6 | 13.9 | 6.2 | ? | 0.5 | -10.3 | -4.1 | -0.8
CCOC(=O)Cn1ncn(-c2ccc(OC(F)(F)F)cc2)c1=O | 8.8 | i | 8.6 | 12.2 | -7.5 | 14.1 | 3.9 | 10.2 | 0.6 | 4.3
O=C(CSc1ccccn1)C12CC3CC(CC(C3)C1)C2 | 9.7 | i | 2.9 | 15.8 | 2.7 | 18.1 | -1.0 | -8.3 | -5.9 | -0.2
COc1ccc(C(=O)Nn2c(SCC(=O)NC3CCCC3)nc3ccccc3c2=O)cc1 | -58.3* | i | -49.6 | 30.5 | 6.8 | -63.2 | -2.0 | -82.1 | 71.6* | -1.3
Cc1ccc2nc(SCc3nc4ccccc4c(=O)[nH]3)[nH]c2c1 | 29.3 | i | -139.5 | -4.1 | 3.3 | ? | 0.4 | -130.9 | -2.0 | 5.2
CN(Cc1ccon1)C(=O)CC1C(=O)NCCN1Cc1ccc(Cl)c(F)c1 (stereo unspecified) | -3.6 | i | -0.5 | 21.8 | -1.8 | -17.5 | -1.4 | -11.0 | -0.8 | -1.1

The listing continues.
SMILES | HSF1 inhib | PolyA inhibitor | aSyn 5UTR inh | AI-2 QS modul | IEC-6 tox | HSF-1 act | GSK3beta inhib | KLF5 inhibitor | HSP90 refold inh | GSK3A inh
Cc1ccnc(NC(=O)c2cc3c(=O)oc4ccc(C)cc4c3s2)c1 | -5.0 | i | -43.1 | 24.2 | 2.3 | -15.4 | 1.1 | -28.1 | -1.2 | 0.1
CCOC(=O)c1c(C)[nH]c(C=Nc2ccc(OC)cc2)c1O | -10.7 | i | -95.5 | 25.2 | 1.7 | -11.9 | 1.3 | -9.5 | 1.2 | 0.4
O=c1c2ccccc2oc2ncccc12 | 0.0 | i | -51.4 | 18.9 | -1.1 | 4.7 | -0.1 | -15.3 | -2.8 | -1.4
COc1ccc(CNC(=O)COC(=O)c2ccc(F)c(S(=O)(=O)N3CCCCC3)c2)cc1OC | 1.5 | i | -16.9 | 15.4 | -1.4 | 0.7 | 1.9 | -27.7 | -1.1 | ·
Cc1cc(C(F)F)n2ncc(C(=O)N3CCc4ccccc4C3)c2n1 | -1.5 | i | -10.2 | 14.7 | 1.0 | 2.5 | 2.5 | -3.8 | 2.6 | 8.7
CCOC(=O)C1=C(Cc2ccc(C)cc2)C(=O)c2ccccc2C1=O | 18.5 | i | -65.4 | 15.3 | 0.9 | 17.5 | -1.2 | -26.3 | 6.1 | -4.5
CN1CCN(c2ccc(CNS(=O)(=O)Cc3cccc(C(F)(F)F)c3)cc2)CC1 | -3.1 | i | 11.5 | 33.6 | 6.4 | 30.0 | 2.9 | -9.5 | 0.7 | -1.1
CC1(C)C(c2cccs2)=[N+]([O-])C2(CCCCC/C2=N\NC(N)=O)N1O (stereo unspecified) | -13.6 | i | -12.0 | 7.8 | 2.3 | -3.4 | 0.5 | -38.5 | 2.0 | -0.4
COc1ccccc1-c1nc(S(=O)(=O)c2ccccc2)c(N2CCCCC2)o1 | 49.9 | i | -7.1 | 31.8 | -4.5 | 52.3* | 0.1 | -18.4 | 3.8 | 3.3
COc1ccc(OC(C)C(=O)Nc2ccccc2F)cc1 (stereo unspecified) | 2.7 | i | 11.1 | 6.4 | 4.5 | 34.8 | -0.7 | -11.7 | 4.2 | ·
COc1ccccc1/C=N/N1C(=O)c2cccc3cccc(c23)C1=O | 0.3 | i | -26.5 | 23.7 | 1.2 | -10.0 | -3.6 | -2.5 | -3.5 | -0.6
O=C(Nc1ccccc1)c1ccccc1NC(=O)c1ccccc1C(=O)O | -2.7 | i | -23.7 | 11.7 | · | 3.6 | 2.3 | · | · | 2.4
COC(=O)c1ccc(/C=N/N2CCN(Cc3ccccc3)CC2)cc1 | 0.0 | i | 21.5 | 14.9 | -4.9 | 7.6 | 1.6 | -25.2 | -0.8 | -1.7
CCCCCn1c(C)c2c(OCC)cccc(=O)c2c1C | -2.6 | i | 17.0 | -15.4 | -4.1 | 4.0 | -1.0 | -27.0 | 0.1 | 1.5
N=c1ccn(Cc2ccc(Cl)c(Cl)c2)cc1 | -4.6 | i | 29.6 | 20.6 | 6.0 | 0.9 | 1.1 | 1.5 | 1.0 | 4.1
Cn1c(=O)c2ncn(CC(=O)O)c2n(C)c1=O | 11.7 | i | -6.3 | 10.6 | -0.5 | 12.4 | 1.0 | -18.9 | -1.0 | -1.6
COc1ccc(-c2nnc(SCC(=O)NCC3CCCO3)o2)cc1 (stereo unspecified) | -0.8 | i | -11.1 | 12.7 | -2.8 | 12.3 | 2.7 | -30.5 | -1.8 | 0.4
Cc1cc2cc3c(cc2nc1SCc1ccccn1)OCCO3 | 8.6 | i | -53.9 | 4.7 | -0.6 | 5.5 | 4.0 | -4.7 | -3.3 | -1.1
O=C(O)CCCCCN1C(=O)/C(=C\c2ccc(-c3ccc(Cl)cc3)o2)SC1=S | -7.8 | i | -2.0 | 19.8 | -7.3 | -4.0 | 0.4 | -5.5 | 3.8 | -2.7
CCOc1ccccc1NC(=O)Cc1coc2cc(C)ccc12 | -1.3 | i | 16.6 | 0.6 | -5.3 | 7.5 | -2.1 | -42.2 | 0.8 | -1.1
S=C(NCC1CCCO1)NC12CC3CC(CC(C3)C1)C2 (stereo unspecified) | 4.5 | i | -17.6 | 0.1 | -3.7 | 6.3 | -0.3 | -51.8 | 5.2 | -1.0
O=c1cc(CO)occ1OCc1ccccc1 | -8.6 | i | -6.2 | 9.3 | 4.5 | -12.1 | -2.9 | 5.0 | -4.0 | -2.2
Cc1cccc(/C=N/n2c(-c3ccncc3)n[nH]c2=S)c1 | -8.9 | i | -4.1 | 23.1 | 2.9 | 2.5 | 10.6 | -9.8 | 0.7 | 2.3
CC/C(O)=C(/C#N)c1nnc2n1CCCCC2 | -4.9 | i | -25.4 | 38.4 | -0.3 | -5.9 | 0.4 | -13.4 | -2.5 | -2.8
